# CDK5 p35 inh – inhibitors of human CDK5/p35 kinase, primary screen, biochemical, single concentration; actives 0.01% (n = 330,000); Recombinant CDK5/p35, ADP-Glo luminescence, 60 min; inhibition, % at 10 µM; Cyclin-dependent kinase 5 (Homo sapiens) + Cyclin-dependent kinase 5 activator 1 (Homo …;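 active = highest replicate inhibition of at least 50% and at least 75% of replicates reaching 50%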;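 also: plate controls were DMSO neutral control for no effect and GW8510 at 10 µM for full effect; many of its hits are not listed in these tables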
# DSG3 Ab inh – inhibitors of pemphigus antibody binding to DSG3, primary screen, biochemical, bead-based, flow cytometry, scFv-GFP; Desmoglein-3 (Homo sapiens), P32926; DSG3-coupled beads, scFv-anti-DSG3-GFP binding; active compounds read low; binding (percent of control), % at 10 µM; actives 0.48% (n = 310,000);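 active = binding more than 3 SD below its plate's average and above zero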;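 also: hits lower antibody fragment binding to DSG3; some compounds called inactive have numbers as strong as hits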
# MITF TRPM1 HTS – activators of MITF-driven TRPM1 promoter reporter, primary screen, cell-based, SK-MEL-5, luciferase, single point | activation, % at 12.5 µM | actives 0.75% (n = 300,000) | SK-MEL-5 TRPM1-promoter luciferase, 24 h; % of positive control, neutral wells = 0;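 active = mean activation of at least 80% with every replicate also reaching 80%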;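 also: 0% = neutral control wells and 100% = parthenolide positive control wells; values of inactives mirror those of a sister screen read the other way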
# Arr AP2 block – inhibitors of beta-arrestin/AP2 binding, primary screen, biochemical, GPCR trafficking, flow cytometry; AID 504490, 2011; actives 0.31% (n = 340,000); FITC-arrestin peptide / GST-AP2 beads; AP2 beta2 appendage carries R879A mutation; beta-arrestin 1 C-terminal peptide binding to AP2 beta2-adaptin appendage (human); inhibition, % at 10 µM;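 active = inhibition above a set limit, near 3 SD of compounds lacking own fluorescence, cut at about 54% in these data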;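 also: plate controls were DMSO wells for no effect and 5 µM unlabelled arrestin peptide for full effect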
#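 Measured by: flow cytometry, FL1 (488/535 nm); Material: AP2 appendage R879A on GSH beads; Evaluation: percent response; Timing: pre-incubation 12 min, peptide binding 1 h, room temperature; Also added: 50 nM FITC-arrestin peptide; Medium: PBS with 0.05% Tween 20 and 0.1% BSA.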
# PKA-R2B act – activators of PKA-R2B holoenzyme, primary screen, biochemical, fluorescence polarization, Cy5-IP20, human. cAMP-dependent protein kinase catalytic subunit beta (Homo sapiens) + cAMP-dependent …. PKA-R2B holoenzyme dissociation; R2B truncated from residue 108, S112A mutant; 0% DMSO only, 100% 113 µM cGMP. activation, % at 11.4 µM. actives 0.079% (n = 340,000). AID 504700, 2011;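 active = activation above a cutoff set at the mean over all compounds plus 3 SD, cut at about 18% in these data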;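 also: higher means more holoenzyme dissociation and a rise in polarization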
# NSD2 inh – NSD2 histone methyltransferase inhibitors, primary screen, biochemical, AlphaScreen, single concentration, set 2; Histone-lysine N-methyltransferase NSD2 (Homo sapiens), O96028; NSD2 peptide methylation, 120 min; inhibition, % at 12.5 µM; actives 0.54% (n = 310,000); AID 743445, 2014; in the data active = inhibition above about 50%
# PKA-R1A activ – activators of PKA-R1A holoenzyme, primary screen, biochemical, fluorescence polarization, Cy5-IP20, bovine R1A, mouse PKAc; cAMP-dependent protein kinase type I-alpha regulatory subunit (Bos taurus) + …; PKA-R1A dissociation; scaled: DMSO 0%, 113 µM cGMP 100%; activation, % at 11.4 µM; actives 0.083% (n = 340,000); AID 504707, 2011;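 active = percent activation above the mean of all tested compounds plus 3 SD, cut at about 19% in these data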;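 also: higher means more PKAc released from R1A so a rise in polarization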
# SR-BI DiI inh – inhibitors of SR-BI mediated HDL lipid uptake, primary screen, ldlA[mSR-BI] cells, fluorescence, single point; actives 0.96% (n = 320,000); AID 488896, 2010; inhibition, % at 12.5 µM; ldlA[mSR-BI] CHO cells, DiI-HDL uptake fluorescence, 3 h;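 active = mean replicate inhibition of at least 70% and a set share of replicates each scoring 70 or more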;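 also: 0% = median of neutral control wells and 100% = median of positive control wells; values of inactives mirror those of a sister screen read the other way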
# Target sequence (Q61009 whole entry, looked up): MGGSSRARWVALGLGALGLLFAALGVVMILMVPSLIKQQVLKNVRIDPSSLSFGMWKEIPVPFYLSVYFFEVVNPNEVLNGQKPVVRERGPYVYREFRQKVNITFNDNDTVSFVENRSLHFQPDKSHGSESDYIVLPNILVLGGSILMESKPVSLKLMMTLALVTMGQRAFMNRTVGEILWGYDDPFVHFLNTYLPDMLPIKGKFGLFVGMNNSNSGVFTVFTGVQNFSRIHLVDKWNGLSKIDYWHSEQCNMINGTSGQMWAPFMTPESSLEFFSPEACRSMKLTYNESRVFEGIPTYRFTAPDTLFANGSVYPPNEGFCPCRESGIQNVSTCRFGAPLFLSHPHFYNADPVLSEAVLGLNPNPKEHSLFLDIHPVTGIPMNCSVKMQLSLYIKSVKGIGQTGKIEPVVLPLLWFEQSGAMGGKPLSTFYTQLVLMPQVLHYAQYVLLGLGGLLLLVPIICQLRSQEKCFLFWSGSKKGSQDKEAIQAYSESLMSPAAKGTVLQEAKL
# dFosB act – activators of delta FosB homodimer, primary screen, biochemical, fluorescence polarization, TAMRA-CDK5 oligo, single point | Protein FosB (Mus musculus), P13346 | purified delta FosB; percent of positive-control signal above neutral wells | activation, % at 25 µM | actives 0.99% (n = 340,000);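 active = mean activation above about 17%, with every replicate also reaching it, limit read from the data, passing the limit was not always enough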;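 also: fluorescence polarization rise as delta FosB binds a TAMRA Cdk5 AP-1 oligo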
# Target sequence (P13346 whole entry, looked up): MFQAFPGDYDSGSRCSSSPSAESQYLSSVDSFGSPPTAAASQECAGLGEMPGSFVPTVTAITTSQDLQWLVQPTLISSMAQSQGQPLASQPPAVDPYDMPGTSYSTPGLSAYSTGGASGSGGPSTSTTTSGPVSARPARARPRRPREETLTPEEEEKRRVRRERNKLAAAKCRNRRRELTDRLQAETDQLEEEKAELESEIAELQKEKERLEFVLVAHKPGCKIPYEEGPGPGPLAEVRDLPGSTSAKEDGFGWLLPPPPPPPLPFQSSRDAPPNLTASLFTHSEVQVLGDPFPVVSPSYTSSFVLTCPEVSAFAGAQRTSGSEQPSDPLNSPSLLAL
# Mot1-301 SUMO – yeast Mot1-301 growth rescue at high temperature, primary screen, SUMOylation pathway inhibitor project, S. cerevisiae, ATP luminescence, 38.5C; actives 1% (n = 320,000); S. cerevisiae Mot1-301 growth rescue; percent above DMSO median, 100 means doubled; growth rescue, % at 18.8 µM;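 active = every valid replicate shows activation above 250% relative to neutral control wells; inactive = the rest, any valid replicate at or below 250%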;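 also: OY570 slx delta 5 strain wells were the positive control but not used for scaling; some compounds called inactive have numbers as strong as hits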
# SR-BI DiI-HDL act – activators of SR-BI mediated DiI-HDL uptake, primary screen, ldlA[mSR-BI] CHO cells, DiI fluorescence; 3 h; 100 = double the neutral-control signal; activation, % at 12.5 µM; actives 0.096% (n = 320,000); AID 504775, 2011;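 active = mean replicate activation of at least 60% and every replicate at or above 60%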;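 also: 0% = median plate neutral-control signal and 100% = twice that signal; values of inactives mirror those of a sister screen read the other way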
#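 System: LDL receptor-deficient CHO ldlA cells overexpressing murine SR-BI | Timing: 3 h uptake period with compound, 37 °C | Medium: HEPES-buffered (25 mM, pH 7.4) F12 plus 0.5% BSA | Dosing: Single-point compound dose | Signal: Bottom-read fluorescence, 550/595 nm | Read-out: Retained DiI signal reflecting DiI-HDL uptake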
# * marks the source's active call; other numbers are inactive results; nt = no result given. Not a hit list (roughly 4.7% active in at least one column).
SMILES,CDK5 p35 inh,DSG3 Ab inh,MITF TRPM1 HTS,Arr AP2 block,PKA-R2B act,NSD2 inh,PKA-R1A activ,SR-BI DiI inh,dFosB act,Mot1-301 SUMO,SR-BI DiI-HDL act
CC1CCC2(CC1)Nc1ccccc1C(=O)N2c1ccccc1 (stereo not drawn),1.1,98.6,52.6,3.0,-4.3,4.4,6.8,-0.6,1.7,-19.8,0.6
COc1ccc(CC(NC(C)=O)C(=O)NC2CCN(C(=O)Nc3ccc(Cl)cc3)CC2)cc1OC (stereo not drawn),1.0,nt,11.0,36.0,2.0,1.9,-4.2,2.0,2.3,-24.6,-2.0
COc1ccccc1C1c2[nH]c3ccccc3c2CCN1Cc1cnc(C)s1 (stereo not drawn),1.6,105.3,-45.0,-2.5,-2.6,-0.2,3.1,18.6,0.5,nt,-18.6
O=C(NCc1ccc(F)cc1)C1(c2cccs2)CCOCC1,0.1,121.2,-1.1,29.0,3.0,-3.0,-2.8,-11.6,-2.2,5.3,11.7
COc1ccc(NC(=S)N/C(=N/S(=O)(=O)c2ccc(C)cc2)c2ccccc2)cc1,-2.2,104.3,30.9,11.2,-11.6,-2.0,-0.5,0.3,-3.7,nt,-0.3
O=C(Cc1ccccc1)Nc1nnc(-c2cccs2)s1,-0.1,77.6,77.2,14.9,-5.9,-4.8,1.5,-51.7,13.0,13.1,51.7
Cc1ccc(C(=O)N/N=C2\SCC(=O)N2c2cc(C)ccc2C)cc1,-1.1,107.5,20.8,-0.3,1.5,3.2,-13.2,-26.0,-24.7,8.5,26.0
O=C(CN1CCC(c2nc3ccccc3[nH]2)CC1)Nc1ccc2c(c1)OCO2,-0.7,107.6,-8.1,-3.5,-8.7,-2.9,-3.4,5.9,0.0,-4.5,-5.9
COc1ccc(NC(=O)CC2Oc3ccccc3NC2=O)cc1 (stereo not drawn),-1.7,102.2,-4.8,17.4,-1.6,nt,0.7,11.1,1.1,-4.8,-11.1
O=C(N/N=C/c1ccc[nH]1)c1ccccc1[N+](=O)[O-],-0.2,98.8,4.6,-4.0,5.9,-2.0,-10.0,25.0,2.3,-3.2,-25.0
Cc1nc2ccc(S(=O)(=O)NC(C(=O)N3CCCC3)C(C)C)cc2s1 (stereo not drawn),-0.5,110.0,-8.1,-6.7,-8.1,nt,4.1,-4.9,-2.9,nt,4.9
N/C(=N\OC(=O)c1ccc(Cl)c([N+](=O)[O-])c1)c1ccccc1,0.7,101.2,13.1,-10.4,2.0,-1.5,1.2,-2.4,-2.3,-10.2,2.4
Cc1ccc(-c2cc(C(=O)N/N=C/c3ccccc3)n[nH]2)o1,2.0,95.3,10.3,14.7,-8.1,121.9*,-5.8,-5.6,9.8,1.0,5.6
Cc1ccc2nc(NC(=O)c3ccc(Cn4cc(Cl)cn4)o3)sc2c1,0.5,102.0,25.6,-8.3,-0.9,0.2,-13.8,-16.1,6.4,1.1,16.1
CSc1nnc(-c2ccccc2N=Cc2c(C)[nH]n(-c3ccccc3)c2=O)c(=O)[nH]1,0.6,100.9,-3.2,1.1,2.7,1.5,-5.4,-7.0,-2.0,-8.5,7.0
CCOc1cccc(-c2nnc3sc(COc4ccc(Cl)cc4)nn23)c1,1.3,75.1,-7.6,-1.1,2.0,-1.2,7.1,-20.1,-8.7,-3.9,20.1
COc1ccccc1CCc1nnc(CCC(=O)NC(C)Cc2ccsc2)o1 (stereo not drawn),4.6,8.6*,-8.4,-1.3,5.5,-4.5,1.6,-1.0,-7.5,nt,1.0
N#Cc1cn(-c2ccccc2)nc1C(=O)c1ccccc1,0.6,93.8,-7.5,83.0*,-3.8,-0.7,-2.7,5.1,-2.8,106.0,-5.1
COc1ccc(C(=O)NC(C)CCc2ccccc2)cc1 (stereo not drawn),2.9,111.5,9.8,35.6,-9.9,-4.0,-14.5,-4.7,0.3,8.8,4.7
COc1ccc(NC(=O)c2ccco2)c(OC)c1,1.6,90.7,44.6,8.2,-1.5,-1.2,0.6,-5.6,-1.5,12.9,5.6
CCOC(=O)c1ccc(-n2c(CN(CC)CC)nc3ccc([N+](=O)[O-])cc3c2=O)cc1,-5.8,107.6,-5.4,0.2,6.4,nt,-5.1,nt,-6.2,1.0,nt
O=C(c1c(F)cccc1Cl)N1CCN(S(=O)(=O)c2ccc3c(c2)OCCCO3)CC1,0.7,100.0,-1.8,23.7,-3.1,-1.9,2.6,7.7,-12.7,-16.9,-7.7
COC(=O)CC1COc2ccccc2N1C(=O)c1ccc(Cl)cc1 (stereo not drawn),-0.5,98.4,0.2,-0.2,5.2,-2.2,-2.7,27.3,5.3,-19.5,-27.3
CN(C)S(=O)(=O)c1ccc(Oc2ccccc2)cc1,1.1,100.0,-5.3,25.6,-3.7,-6.0,-4.3,-33.2,-5.2,-36.9,33.3
COC1=CC(=O)c2c(ccc3ncnc(N)c23)C1=O,3.6,87.0,nt,10.5,10.0,121.6*,-5.3,-17.6,-8.8,nt,17.6
CCOC(=O)Cc1cc(=O)n2[nH]c(-c3ccccc3)cc2n1,-0.6,101.5,-7.5,1.8,-11.1,1.8,-5.2,-4.7,2.7,-10.8,4.7
C=CCNc1nc(Nc2ccc(OC)cc2)nc(OC)n1,nt,nt,16.1,1.6,9.7,-1.8,1.7,25.6,-8.3,9.0,-25.6
CCOC(=O)c1c(C)[nH]c(C)c1S(=O)(=O)NCC1CCN(Cc2ccc(C)cc2)CC1,nt,84.6,-1.6,-11.9,-0.5,nt,1.4,2.8,-9.0,45.3,-2.8
COc1ccc(NC2CCCN(C(=O)c3ccc(CSC)o3)C2)cc1OC (stereo not drawn),-0.4,nt,-17.5,36.0,-9.5,3.6,-3.3,-9.6,5.1,40.0,9.6
Cc1ccc(F)cc1NC(=O)Cc1nn(C)c(=O)c2ccccc12,-0.5,97.4,-6.9,0.9,3.7,-0.8,-4.3,-4.6,-3.7,4.6,4.6
O=C(COC(=O)c1ccc2c(c1)OCCO2)Nc1cc(Cl)ccc1Cl,-1.3,90.7,8.8,-4.8,2.1,1.5,-8.2,-16.1,3.4,320.9*,16.1
Cc1ccc(NC(=O)C(c2ccccc2)C2CCCC2)cc1 (stereo not drawn),0.3,102.2,13.4,-1.5,2.1,-2.3,0.1,1.1,-7.2,nt,-1.1
COc1cc(C(=O)NCc2ccc(C(=O)NCC(OC)OC)cc2)cc(OC)c1OC,1.0,107.5,-2.2,0.7,-6.8,15.9,5.2,-12.2,-1.3,2.2,12.2
COc1ccccc1NC(=S)NNC(=O)c1ccccc1Br,-0.4,100.9,5.5,-11.0,-13.4,nt,0.5,1.4,-4.8,-1.3,-1.4
Cc1ccccc1CCNC(=O)Cn1nc(C)c2c(C)n(-c3ccccc3)nc2c1=O,1.4,nt,-1.6,-4.9,-3.9,-0.8,-6.2,14.7,-8.4,17.2,-14.7
CC(C)[C@H](NC(=O)N1CCn2c1nc1ccccc12)C(=O)NCc1ccc(F)cc1,-6.2,111.4,-5.9,4.3,-0.1,-3.0,0.2,14.4,-27.7,-0.4,-14.4
O=C(CCCOc1ccccc1)N1CCN(S(=O)(=O)c2cccs2)CC1,1.3,nt,13.5,4.3,9.3,-1.0,3.1,-3.2,4.0,-5.6,3.2
CCc1c(C)nc(SCC(=O)Nc2nc(-c3ccc(OC)cc3)cs2)[nH]c1=O,-0.2,101.3,-3.3,7.2,-11.7,-1.6,-8.5,nt,-11.8,-11.5,nt
Cc1cccc(/C=N\Nc2nnc(-c3ccccc3)c(=O)[nH]2)c1,0.2,103.6,-6.4,7.2,-6.1,-0.3,-11.2,3.8,8.9,-11.3,-3.8
CCOc1ccccc1NC(=S)N1C2CCC1CC(NC(=O)NC13CC4CC(CC(C4)C1)C3)C2 (stereo not drawn),-0.5,101.0,4.6,-5.1,-3.2,-1.8,-1.6,49.9,-9.0,-13.2,-49.9
Cc1ccc(C(=O)C2=C(O)C(=O)N(Cc3ccco3)C2c2ccc(N(C)C)cc2)o1 (stereo not drawn),-4.3,105.9,-6.0,8.6,-1.7,7.0,-4.3,-21.1,-5.6,-7.6,21.1
CCN(C(=O)c1cccc(S(=O)(=O)N(C)C)c1)C12CC3CC(CC(C3)C1)C2,1.1,94.8,2.8,13.8,6.5,3.6,-3.3,50.0,-5.5,60.2,-50.0
O=C(NC(=S)N1CCN(c2ccc(Cl)cc2[N+](=O)[O-])CC1)c1cccs1,-2.6,132.9,10.3,4.4,7.5,8.6,2.9,-0.3,-9.8,44.6,0.3
Cc1cccc(NC(=O)Nc2cccc(C)n2)n1,3.4,89.4,42.1,14.7,0.6,1.6,-14.1,2.0,-9.5,-17.2,-2.0
CCOC(=O)c1c2c([nH]c(=S)c1C#N)CCCC2,2.0,nt,-9.0,-12.3,6.7,17.6,-1.9,-2.0,-7.8,13.5,2.0
CC1(C)Cc2nc3oc4c(=S)nc[nH]c4c3cc2CO1,0.6,nt,nt,12.1,1.6,0.9,1.1,15.9,-2.3,9.2,-15.9
COc1ccccc1-n1cc([C@@H]2C[C@H]3CN(c4ccccc4)C(=O)[C@]34CCCN24)cn1,0.9,nt,-41.2,-4.3,nt,-1.5,nt,11.1,-5.0,-3.3,-11.1
Cc1ncc2c(n1)NC(=O)NC2,0.9,102.2,-9.2,31.2,-3.1,-0.5,4.8,-18.7,1.9,nt,18.7
COc1ccc(C(=O)C2CCCN(C(=O)C3CCOCC3)C2)c(C)c1 (stereo not drawn),-0.3,106.5,7.0,-3.7,-10.2,3.9,-6.1,-24.1,-3.0,-2.6,24.1

# High-throughput results deposited in PubChem BioAssay by several laboratories.
